Casp6 inh: human caspase-6 inhibitors, primary screen, biochemical, VEID-R110 fluorescence, single point, set 2; P55212; purified caspase-6, Z-VEID-R110 cleavage fluorescence; inhibition, % at 12.5 µM; hit rate 0.53% among 350,000; AID 686996, 2013;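 active = mean inhibition across replicates at least about 35%, with every replicate also reaching that limit, limit read from the data; inconclusive = only one of the two criteria met; inactive = neither criterion met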;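 note: 0% = median of neutral control wells and 100% = no fluorescence left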
Target sequence (P55212 24-179 limits assumed): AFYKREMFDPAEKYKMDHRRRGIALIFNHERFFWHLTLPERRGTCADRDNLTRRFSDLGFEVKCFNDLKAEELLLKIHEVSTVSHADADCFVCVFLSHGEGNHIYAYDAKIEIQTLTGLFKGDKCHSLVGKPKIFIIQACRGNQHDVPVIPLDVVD
Target sequence (P55212 194-293 limits assumed): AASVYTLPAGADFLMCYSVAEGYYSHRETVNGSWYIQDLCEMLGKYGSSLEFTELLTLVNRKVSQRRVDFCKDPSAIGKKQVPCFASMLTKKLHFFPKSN
FN deposit inh: inhibitors of fibronectin matrix deposition, primary screen, AH1F cells, Alexa488-fibronectin fluorescence, plate reader | hit rate 0.086% among 350,000 | inhibition, % at 12.6 µM | AH1F fibroblasts, overnight;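 active = mean inhibition across replicates of 30% or more, regardless of how many single replicates reach that level; inconclusive = mean under 30% yet at least half of replicates reach 30%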;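 note: positive control wells lacked labelled fibronectin entirely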
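Material: AH1F fibroblasts assembling fluorescent fibronectin matrix; amount: 10000 AH1F cells/well; medium: DMEM, 2% serum; reagent: Alexa488-fibronectin, 24 nM final in well; dosing: single compound dose, delivered by pin transfer; incubation: 1 h adhesion, overnight exposure; detection: fluorescence after three HBSS washes, excitation 485 nm, emission 525 nm; measure: fibronectin deposition inhibition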
miR-122 sensor: miR-122 Renilla sensor signal increase in Huh7, primary screen, miR-122 inhibitor project, cell-based, single point, plate reader. Huh7 miR-122 Renilla luciferase sensor, 48 h; neutral wells = 0, positive control = 100. activation (reporter increase), % at 12.5 µM. hit rate 0.3% among 340,000. AID 602342, 2012;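 active = mean replicate activation score at least 90 and every replicate individually at or above 90; inconclusive = only one of the two criteria met; inactive = neither criterion met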;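 note: higher luciferase means less miR-122 activity so hits act as miR-122 inhibitors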
PGC1a acetyl inh: inhibitors of PGC1a acetylation signal, primary screen, cell-based, U2OS, AlphaScreen, inhibitor mode; AID 651687, 2012; inhibition, % at 15.6 µM; AlphaScreen anti-acetyl-lysine; with virally co-expressed GCN5 acetyltransferase; hit rate 0.17% among 350,000;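 active = every replicate shows inhibition of at least 40%; inconclusive = mean inhibition at least 40% but some replicate below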;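 note: 0% = neutral control wells and 100% = positive control wells; some results beyond the cut were filed as inactive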
Cneo AK release: Cryptococcus neoformans cell lysis inducers, primary screen, AK release luminescence, single concentration; hit rate 0.2% among 360,000; AID 651654, 2012; lysis activity, % at 15 µM; C. neoformans lysis, adenylate kinase release luminescence, 4 h; normalised: neutral wells 0, clomiphene wells 100;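 active = mean lysis activity across replicates of at least 80%, whatever share of replicates individually reach that level; inactive = mean lysis activity below 80%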
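Schedule: static 4 h at 37 °C with compound, 1 h detection; system: C. neoformans cells; benchmarks: Clomiphene as positive control; buffer or medium: fresh YPD medium; measure: luminescence rise reflecting yeast cell lysis; measured by: luminescent adenylate kinase detection reagent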
LGR2 inh: inhibitors of bursicon-induced LGR2 CRE-luciferase signal, primary screen, cell-based, HEK293, CRE-luciferase reporter, bursicon stimulation. Drosophila bursicon receptor LGR2 (rickets). bursicon-stimulated, 4 h. inhibition, % at 9.99 µM. hit rate 0.35% among 380,000. AID 720647, 2013;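 active = drop in luminescence signal, shown as inhibition above about 50% in the replicate tests, limit read from the data, passing the limit was not always enough; inconclusive = probably only some replicates passing the limit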;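 note: agonist challenge used bursicon conditioned medium at about half maximal strength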
PAX8 inh HTS: inhibitors of PAX8-driven TPO luciferase reporter, primary screen, RMG-I cells, single concentration. SteadyGlo, 24 h. inhibition, % at 12.6 µM. hit rate 1.2% among 360,000;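 active = mean replicate inhibition at least 60% with every replicate also reaching 60%; inconclusive = only one of the two criteria is met; inactive = mean below 60% and not all replicates reaching 60%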;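 note: luciferase light reporting Pax8 driven TPO promoter activity; plate controls were median of neutral control wells for no effect and mitoxantrone controls for full effect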
EWS-Fli inh: EWS/Fli-driven NR0B1 reporter inhibitors, primary screen, A673 cells, NR0B1 luciferase, luminescence, MLPCN library | viability-normalised | hit rate 0.67% among 350,000 | inhibition, % at 12.6 µM | AID 651661, 2012;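 active = mean inhibition of at least 50% after viability correction, with every replicate also passing that limit; inconclusive = mean reaches 50% but only one of two replicates passes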;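 note: firefly luciferase signal divided by Alamar Blue viability fluorescence both relative to DMSO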
* marks the source's active call; other numbers are inactive results; u = inconclusive; x = no result given; [ ] = another dose, or the depositor's remark.

1: CSCCC(=O)NC1CC(C)(C)Cc2c1cnn2-c1ccccc1C (configuration not stated)
2: COc1ccc(NC(=O)N(C)C[C@@H]2Oc3ccc(NS(=O)(=O)c4cccs4)cc3CC(=O)N([C@@H](C)CO)C[C@H]2C)cc1
3: COC(=O)c1cc(N2CCN(C)CC2)nc2ccccc12
4: Cc1nn(Cc2ccc(F)cc2)c(C)c1NC(=O)C1c2ccccc2Oc2ccccc21
5: COc1ccc(-n2c(=S)[nH]c3cc(C(=O)NCCCN4CCCC4=O)ccc3c2=O)cc1OC
6: Cc1ccccc1-n1c(SCc2csc(Nc3ccccc3)n2)nnc1-c1cccnc1
assay / compound,1,2,3,4,5,6
PGC1a acetyl inh,-24,1,x,3,10,x
miR-122 sensor,-1,-4[16.7 µM],x,1,-7,12
Cneo AK release,0,3,x,-1,-1,6
EWS-Fli inh,8,8,-2,x,x,x
Casp6 inh,-1,x,-21,x,x,x
LGR2 inh,7,-10,22,5,x,9
PAX8 inh HTS,27,13,2,19,x,29
FN deposit inh,0,-5,-1,x,-6,-4

A few values from above:
For FN deposit inh, `CSCCC(=O)NC1CC(C)(C)Cc2c1cnn2-c1ccccc1C` (configuration not stated) reads 0
For Cneo AK release, `COc1ccc(-n2c(=S)[nH]c3cc(C(=O)NCCCN4CCCC4=O)ccc3c2=O)cc1OC` reads -1
For FN deposit inh, `COc1ccc(NC(=O)N(C)C[C@@H]2Oc3ccc(NS(=O)(=O)c4cccs4)cc3CC(=O)N([C@@H](C)CO)C[C@H]2C)cc1` reads -5

Other results
7: Cc1nn2c(NCCCN(C)C)c3c(nc2c1-c1ccccc1)CCC3
8: CNC[C@@H]1Oc2ccc(NC(=O)Nc3ccc4c(c3)OCO4)cc2C(=O)N([C@H](C)CO)C[C@H]1C
9: Nc1nc(N)c2ncc(C(=O)CCc3ccccc3)nc2n1
10: COc1ccc(S(=O)(=O)N2CCOCC2)cc1NC(=O)COc1ccc2ccc(=O)oc2c1
11: Clc1ccc(Cl)c(OCCCCN2CCCCC2)c1
12: CC12CCC(C(=O)NCc3ccc4c(c3)OCO4)(C(=O)C1=O)C2(C)C (configuration not stated)
assay / compound,7,8,9,10,11,12
PGC1a acetyl inh,-16,5,6,8,x,5
miR-122 sensor,6,-2[16.7 µM],-1,x,x,-1
Cneo AK release,x,9,-3,1,7,2
EWS-Fli inh,x,-2,1,5,15,x
Casp6 inh,x,0,4,2,-25,x
LGR2 inh,12,-2,-8,-3,6,x
PAX8 inh HTS,x,3,10,1,-16,2
FN deposit inh,9,x,1,x,4,-5

13: C[C@H](O)C#Cc1ccc2c(c1)O[C@H](CN(C)Cc1ccccn1)[C@@H](C)CN([C@@H](C)CO)S2(=O)=O
14: COCCn1c(SCC(=O)c2c(N)n(C)c(=O)n(C)c2=O)nc2ccccc21
15: Cn1nc(-c2ccccc2)c(C(=O)NCC(=O)O)c1Cl
16: Cc1ccc(C(=O)N2CCN(C(=O)N3CCOCC3)CC2)cc1
17: CCCN(C)C[C@@H]1OCCCC[C@@H](C)Oc2ccc(NC(=O)NC3CCCCC3)cc2C(=O)N([C@H](C)CO)C[C@@H]1C
18: C=CCn1ccc(O)c(Cc2ccc(Cl)cc2)c1=O
assay / compound,13,14,15,16,17,18
PGC1a acetyl inh,-5,2,-4,1,4,x
miR-122 sensor,27[16.7 µM],-2,x,-8,0[16.7 µM],-5
Cneo AK release,-2,1,x,0,x,1
EWS-Fli inh,3,-10,6,x,-4,-2
Casp6 inh,1,1,0,x,x,2
LGR2 inh,3,20,13,16,-8,-1
PAX8 inh HTS,x,12,9,x,-5,8
FN deposit inh,x,7,2,x,x,10

19: OC(CN1CCOCC1)Cn1c(-c2cccc(Cl)c2)nc2ccccc21 (configuration not stated)
20: COC(=O)c1c(C)[nH]c(C(=O)COc2ccc3ccc(=O)oc3c2)c1C
21: Cc1ccc(-c2cc(C(=O)N3CCCCC3)c3ccccc3n2)cc1C
22: CS(=O)(=O)N(CC(=O)NCc1ccco1)c1ccc(Cl)cc1Cl
23: O=C(CC(=O)N/N=C/c1c(F)cccc1Cl)NCc1ccccc1
24: O=C(Cn1cnc2ccccc2c1=O)NNC(=O)c1ccccc1F
assay / compound,19,20,21,22,23,24
PGC1a acetyl inh,x,x,9,-12,x,2
miR-122 sensor,-1,x,-13,-6,x,-3
Cneo AK release,0,-1,-5,-1,x,-2
EWS-Fli inh,x,-20,x,3,-5,-1
Casp6 inh,x,13,-3,2,-3,-1
LGR2 inh,x,0,-22,14,x,-4
PAX8 inh HTS,8,-4,-50,8,-1,1
FN deposit inh,6,-9,1,-3,4,2

25: CC1(C)NC(=O)N(CC(O)COc2cccc(F)c2)C1=O (configuration not stated)
26: N#CCC(=O)Nc1ccc(C(=O)OCC(=O)Nc2ccccc2-c2ccccc2)cc1
27: COCCNC(=O)C[C@@H]1CC[C@@H]2[C@H](COc3ccc(NC(=O)c4cc(C)on4)cc3C(=O)N2C)O1
28: NC(=O)C1CN(C(=O)c2cccc(S(=O)(=O)N3CCc4ccccc43)c2)c2ccccc2O1 (configuration not stated)
29: COc1ccccc1-c1ccc2n(c1=O)C[C@H]1[C@H](CO)[C@@H](C(=O)N3CCOCC3)[C@@H]2N1CC1CC1
30: C[C@H](CO)N1C[C@H](C)[C@@H](CN(C)C(=O)Nc2ccc(C(F)(F)F)cc2)Oc2ccc(NC(=O)Nc3ccc(F)cc3)cc2CC1=O
assay / compound,25,26,27,28,29,30
PGC1a acetyl inh,-1,6,0,2,x,-2
miR-122 sensor,-4,-6,48[16.7 µM],16,x,-6[16.7 µM]
Cneo AK release,-4,x,2,-7,-1,3
EWS-Fli inh,-3,-10,8,15,-2,41
Casp6 inh,3,0,-3,1,x,x
LGR2 inh,-2,7,8,28,-5,14
PAX8 inh HTS,-5,8,2,12,-1,13
FN deposit inh,-16,-1,-2,-2,5,x

31: CCC(=O)N(C)C[C@@H]1Oc2ncc(C#CCC3CCCC3)cc2C(=O)N([C@H](C)CO)C[C@H]1C
32: COc1ccccc1-c1ccc([C@H]2[C@@H](CO)N(C(=O)C3CCCCC3)[C@H]2C#N)cc1
33: Cc1cc2ccccc2nc1SCC(=O)NC1CCCCC1
34: Cc1ccccc1NC(=O)N1C2CCCC1CC(NC(=O)C1CC1)C2 (configuration not stated)
35: N#Cc1c([N+](=O)[O-])cc([N+](=O)[O-])cc1S(=O)(=O)Cc1ccccc1
36: CC(C)CC#Cc1cnc2c(c1)C(=O)N([C@H](C)CO)C[C@@H](C)[C@@H](CN(C)C(=O)Cc1ccncc1)O2
assay / compound,31,32,33,34,35,36
PGC1a acetyl inh,-1,16,-5,9,26,0
miR-122 sensor,-3[16.7 µM],x,x,x,-18,2[16.7 µM]
Cneo AK release,-4,-2,x,-2,-1,1
EWS-Fli inh,1,2,3,x,u,-20
Casp6 inh,2,-2,2,x,6,1
LGR2 inh,3,11,13,x,7,2
PAX8 inh HTS,-1,9,-3,4,101*,5
FN deposit inh,x,12,-6,5,45*,x

37: CCOC(=O)CC(=O)Nc1c(C)cc(C)cc1C
38: CCC1CC(CSc2ncn[nH]2)OC1=O (configuration not stated)
39: CCCNC(=O)[C@@H]1[C@@H](CO)[C@@H]2Cn3c(ccc(/C=C/c4ccccc4)c3=O)[C@H]1N2C(=O)c1ccncc1
40: Cc1ccc(N/N=C/c2ccncc2)cc1
41: Cn1c(N2CCCC2)nc2c1c(=O)n(Cc1cccc(F)c1)c(=O)n2C
42: O=C(Nc1ccc(-c2cn3ccsc3n2)cc1)c1ccc(F)c(S(=O)(=O)N2CCOCC2)c1
assay / compound,37,38,39,40,41,42
PGC1a acetyl inh,2,-4,x,x,7,-2
miR-122 sensor,-10,0,x,x,-2,17
Cneo AK release,0,-1,-4,1,2,3
EWS-Fli inh,12,x,-3,-114,x,x
Casp6 inh,3,x,0,-2,x,x
LGR2 inh,-4,x,-5,-30,x,x
PAX8 inh HTS,x,-11,0,-2,x,23
FN deposit inh,x,1,x,-9,-5,4

43: COc1ccc(CCn2c(C)cc(C(=O)COC(=O)c3cnc(C)cn3)c2C)cc1
44: CN(C)CC(=O)Nc1ccc2c(c1)[C@@H]1C[C@H](CC(=O)NCc3cc(F)ccc3F)O[C@H](CO)[C@@H]1O2
45: Cc1cccc(-c2ccc3ncnc(NCc4cccs4)c3c2)c1
46: O=C(Nc1ccc(F)cc1)C(c1cc2ccccc2o1)N1CCN(C(=O)c2ccco2)CC1 (configuration not stated)
47: COc1cccc(NC(=O)Nc2ccc3c(c2)C(=O)N(C)[C@H]2CC[C@H](CC(=O)NCCc4ccccc4)O[C@@H]2CO3)c1
48: COc1cc(C(=O)NCCCc2nc3ccccc3n2Cc2cc(C)ccc2C)cc(OC)c1OC
assay / compound,43,44,45,46,47,48
PGC1a acetyl inh,x,-6,0,x,x,x
miR-122 sensor,x,5[16.7 µM],1,x,x,-2
Cneo AK release,x,-1,0,x,1,-2
EWS-Fli inh,-2,0,39,6,7,13
Casp6 inh,-4,3,0,-3,1,1
LGR2 inh,3,-7,0,-17,4,x
PAX8 inh HTS,3,0,65*,13,-1,19
FN deposit inh,-4,x,7,18,-7,16

49: Cc1[nH]n(-c2ccccc2)c(=O)c1C(=O)c1ccc(Cl)cc1
50: Cn1c(CNC(=O)Nc2ccccc2Cl)nnc1SCc1ccccc1
51: Cc1ccc(NC(=O)CSCC(=O)N2CCN(c3cccc(C(F)(F)F)c3)CC2)cc1
52: O=C(COc1ccccc1)N(Cc1nnc(-c2ccccc2Cl)o1)C1CC1
53: COc1cccc(CNC(=O)[C@H]2CCCN2C(=O)[C@H]2CCCN2C(=O)c2c(F)cccc2F)c1
54: COc1cc(CNC(=O)CCCC(=O)c2ccccc2)cc(OC)c1OC
assay / compound,49,50,51,52,53,54
PGC1a acetyl inh,5,-9,0,x,x,0
miR-122 sensor,1,2,5,x,x,-11
Cneo AK release,2,8,-3,0,x,-1
EWS-Fli inh,0,x,0,-17,-3,-8
Casp6 inh,1,x,-4,0,-2,-2
LGR2 inh,-12,x,-9,19,-14,8
PAX8 inh HTS,18,-11,-18,11,-16,22
FN deposit inh,-14,-9,-9,2,-3,11

Compound activity (PubChem)
